# KKLEB cytotox – CF airway cell cytotoxicity counter-screen; KKLEB CF airway cells viability, ATPlite luminescence, overnight; hits give low values; cells stimulated with P. aeruginosa culture filtrate; activity change (cytotoxicity), % at 5 µM; 0.36% of 360,000 active; AID 602141;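 active = corrected activity change at or below -50% at 5 µM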
# SRC1 inh – inhibitors of human steroid receptor coactivator 1 (SRC1) | Q15788 | HEK293 GAL4-SRC1 luciferase reporter, luminescence | inhibition, % at 3.6 µM | 0.12% of 360,000 active;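 active = inhibition above the campaign mean plus 3 SD, with each screening campaign given its own cutoff, cut at about 60% in these data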;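 note: 0% = DMSO treated cells and 100% = gossypol at 36 µM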
# SRC3 inh – human NCOA3 inhibition | HEK293 GAL4-SRC3 luciferase reporter, luminescence | inhibition, % at 3.6 µM | 0.17% of 360,000 active | AID 588352;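 active = inhibition above a per-campaign cutoff, the mean of all compounds plus 3 SD, cut at about 60% in these data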;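 note: 0% = DMSO-treated cells and 100% = gossypol-treated cells at 36 µM; higher means less SRC3-driven luciferase light from the GAL4 reporter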
# TWEAK Fn14 block – blocks TWEAK-Fn14 interaction in a reporter cell assay; 2% of 360,000 active; TWEAK-stimulated Fn14 reporter cells, luciferase luminescence, 8 h; AID 1159606; inhibition, % at 10 µM; in the data active = inhibition above about 50%
# TRAIL sens C8 – caspase-8 TRAIL sensitization; AID 624354; inhibition (viability loss, TRAIL sensitization), % at 10 µM; 1% of 360,000 active; NB7+C8 cells + TRAIL, ATPlite viability luminescence;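 active = compounds causing at least 50% loss of cell viability in the single-dose screen, relative to plate controls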
# NCOA2 inhibitor – inhibits human steroid receptor coactivator 2. Q15596. HEK293 GAL4-SRC2 luciferase reporter, luminescence. inhibition, % at 9 µM. 0.17% of 370,000 active;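 active = inhibition above the mean inhibition of all tested compounds plus 3 SD, set per campaign, cut at about 52% in these data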;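 note: 0% = DMSO treated cells and 100% = cells given Gossypol at 36 µM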
# LMP1 NFkB inh – Epstein-Barr LMP1 NF-kappaB reporter inhibition. LMP1-induced NF-kappaB luciferase reporter cells, luminescence. inhibition, % at 12.5 µM. 0.69% of 350,000 active; in the data active = inhibition above about 41%;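 note: 0% = neutral control wells and 100% = reference inhibitor control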
# CF NFkB block – inhibitors of cystic fibrosis induced NF-kB | KKLEB NF-kB-GFP reporter, PAF-induced, GFP fluorescence overnight | inhibition, % at 5 µM | 0.86% of 360,000 active;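 active = at least 50% inhibition at 5 µM, scaled per plate between neutral and stimulator controls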;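 note: PAF is a Pseudomonas aeruginosa culture filtrate used as stimulus; plate controls were PAF-stimulated DMSO wells for no effect and unstimulated DMSO wells for full effect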
# TROY signal inh – TROY signaling inhibition. Q293 LMP1-TROYcd NF-kB luciferase reporter, 4 h. inhibition, % at 10 µM. 0.98% of 360,000 active. AID 1347056;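 active = compounds whose plate-normalised and pattern-corrected inhibition of the luciferase reporter signal at the single screening dose is 50% or more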
# LRH-1 inv ag – suppresses constitutive activity of human LRH-1; inhibition, % at 3.6 µM; HEK293T StAR-luciferase reporter, LRH-1 transfected, 24 h; 0.13% of 360,000 active; O00482;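 active = inhibition above the mean inhibition of all tested compounds plus 3 SD, cut at about 73% in these data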;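 note: 0% = DMSO wells and 100% = reporter-only cells lacking LRH-1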
# Target sequence (O00482 whole entry, looked up): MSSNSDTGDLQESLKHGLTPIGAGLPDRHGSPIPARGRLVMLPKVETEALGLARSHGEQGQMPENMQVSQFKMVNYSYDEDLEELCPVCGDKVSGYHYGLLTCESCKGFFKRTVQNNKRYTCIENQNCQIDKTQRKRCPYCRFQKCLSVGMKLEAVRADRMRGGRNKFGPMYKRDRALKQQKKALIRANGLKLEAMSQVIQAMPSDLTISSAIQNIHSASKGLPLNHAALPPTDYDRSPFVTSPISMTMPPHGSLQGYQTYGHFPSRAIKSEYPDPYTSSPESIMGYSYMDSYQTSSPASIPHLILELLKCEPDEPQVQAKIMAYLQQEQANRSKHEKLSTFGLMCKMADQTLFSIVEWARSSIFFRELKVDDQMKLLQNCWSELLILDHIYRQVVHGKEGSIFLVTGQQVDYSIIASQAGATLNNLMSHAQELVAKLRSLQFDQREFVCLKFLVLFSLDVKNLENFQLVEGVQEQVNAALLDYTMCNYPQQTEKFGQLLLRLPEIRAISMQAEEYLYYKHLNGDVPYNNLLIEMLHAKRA
# NR2F2 inh – inhibitors of human COUP-TFII (NR2F2); P24468; HEK293T NGFI-A luciferase reporter, luminescence; inhibition, % at 8.6 µM; 0.7% of 370,000 active; AID 686940;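 active = inhibition above a per-plate cutoff, mean inhibition of test wells between control levels plus 3 SD, cut at about 38% in these data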;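 note: cells cotransfected with COUP-TFII expression vector driving the NGFI-A reporter; 0% = median of COUP-TF2 test wells and 100% = reporter-only cells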
# Target sequence (P24468 whole entry, looked up): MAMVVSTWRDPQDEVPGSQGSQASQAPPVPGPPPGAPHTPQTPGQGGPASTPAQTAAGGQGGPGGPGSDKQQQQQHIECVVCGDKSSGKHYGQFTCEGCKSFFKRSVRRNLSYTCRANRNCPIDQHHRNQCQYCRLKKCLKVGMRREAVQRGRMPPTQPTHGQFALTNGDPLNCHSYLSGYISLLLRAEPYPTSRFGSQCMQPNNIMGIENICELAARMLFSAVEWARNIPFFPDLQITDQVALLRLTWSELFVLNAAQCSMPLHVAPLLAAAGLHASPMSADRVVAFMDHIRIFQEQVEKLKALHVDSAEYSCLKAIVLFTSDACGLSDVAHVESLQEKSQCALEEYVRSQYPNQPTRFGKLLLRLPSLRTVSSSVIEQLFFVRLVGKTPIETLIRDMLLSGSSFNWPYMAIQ
# The depositor's hits bear a star; . = no result given. Compounds as they come. About 4.2% of those tested had a hit in this group.
# Fields: KKLEB cytotox | SRC1 inh | SRC3 inh | TWEAK Fn14 block | TRAIL sens C8 | NCOA2 inhibitor | LMP1 NFkB inh | CF NFkB block | TROY signal inh | LRH-1 inv ag | NR2F2 inh
COc1ccccc1N1CCN(C(=O)CCS(=O)(=O)c2ccc3c(c2)oc(=O)n3C)CC1
  16 | 16 | 2 | -7 | 11 | 13 | 1 | 2 | 5 | 1 | -13
Cc1nn(C2CCS(=O)(=O)C2)c(C)c1CN(C)C(=O)c1ccc(F)cc1 (stereo not drawn)
  11 | 18 | 6 | -15 | 10 | -21 | -9 | 8 | 13 | 11 | 15
O=c1[nH][nH]c(=O)c(Cl)c1Cl
  -1 | 10 | 16 | -7 | 2 | -32 | -5 | 13 | 0 | -6 | 10
O=C(NCCc1ccccc1)C(c1ccncc1)N(C(=O)c1csnn1)C1CC1 (stereo not drawn)
  -2 | -5 | -3 | -16 | 6 | -4 | -1 | -9 | 0 | 7 | -20
COc1cccc2c1N1C(=O)c3c(C(=O)O)cccc3C1CC2(C)C (stereo not drawn)
  -19 | -67 | -1 | 6 | 1 | -10 | -1 | 14 | 16 | 7 | 14
CSc1nc2nc3c(cc2c(=O)[nH]1)C(O)Oc1ccc(C)cc1-3 (stereo not drawn)
  10 | -5 | -2 | 11 | -8 | -13 | -9 | 5 | -6 | -2 | -4
Cc1ccc(NC(=O)CCC(=O)NNC(=O)/C=C/C(=O)O)c(C)c1
  10 | -8 | -10 | -13 | 1 | -24 | 5 | -19 | -9 | 7 | -5
Cc1cc(C)nc(Nc2ccc(N3CCOCC3)cc2)n1
  -3 | -13 | 4 | -3 | -4 | -45 | -7 | 3 | -31 | -20 | -9
O=C(O)c1ccccc1-c1nc2ccccc2c(=O)[nH]1
  3 | 7 | -2 | 3 | -13 | -16 | 6 | 4 | 0 | -6 | -2
CCc1nc2c(OCc3ccccc3C(=O)OC)cccn2c1N(C)C(=O)Nc1ccccc1OC
  -8 | 8 | -5 | -30 | -14 | -5 | . | -14 | 2 | -4 | 8
NC(=O)C1=C[C@@H](c2ccc(Br)cc2)C[C@@H](OCc2ccc(CO)cc2)O1
  10 | -4 | 6 | -4 | -12 | 11 | -10 | -12 | 9 | -26 | -14
O=C(Nc1ccc(NC(=O)C2CC2)nc1)c1ccco1
  4 | -46 | -29 | -4 | 2 | -59 | 0 | -13 | -45 | -27 | -21
Cc1ccc2nc(-c3ccc(SCC(=O)Nc4nc(C)cs4)nc3)[nH]c2c1
  -7 | -107 | -93 | 10 | 48 | -77 | -54 | 1 | -9 | -72 | -51
CN(C)C(CNC(=O)CCc1nc2ccccc2s1)c1ccccc1 (stereo not drawn)
  -3 | 2 | 1 | 13 | -3 | 19 | 0 | -10 | -11 | -5 | 3
O=[N+]([O-])c1cccc(-c2nnnn2-c2cccc(F)c2)c1
  15 | -17 | 22 | 5 | 7 | -34 | -1 | -5 | -22 | 16 | 13
O=C(COc1ccccc1[N+](=O)[O-])OCC(=O)c1ccc(Br)s1
  -4 | 8 | 9 | 2 | 3 | 3 | 7 | -13 | 12 | 12 | 6
Cc1cccc(Nc2nnc(SCC3CCCCO3)s2)c1 (stereo not drawn)
  -1 | -59 | -52 | -37 | 21 | -21 | -25 | 18 | -59 | -76 | -18
CC1CCCC(C)N1C(=O)COC(=O)CNC(=O)c1ccc(Cl)cc1Cl (stereo not drawn)
  -1 | -5 | 1 | 10 | 3 | 4 | -4 | 3 | 2 | -1 | -13
Cc1ccnc(NC(=O)Cc2ccc(F)cc2)n1
  9 | 3 | -1 | -6 | -11 | 5 | 0 | -11 | -10 | -7 | 0
CCCCn1nnnc1C(CCSC)N1CCN(C/C=C/c2ccccc2)CC1 (stereo not drawn)
  6 | -12 | 12 | 1 | 2 | -4 | . | -2 | 14 | 18 | 10
Cc1ccc(-c2nc(-c3ccc(Cl)cc3)sc2CC(=O)O)c(C)c1
  3 | 1 | 10 | -14 | -6 | -6 | -4 | -4 | -6 | 10 | -6
CSC1=NCCN1S(=O)(=O)c1ccc(C)cc1
  7 | 3 | 2 | 12 | 1 | 2 | 0 | -1 | -8 | -6 | 3
O=C(NCc1ccco1)c1cc(C(=O)C2CCCCC2)c[nH]1
  -1 | -25 | -13 | -2 | -5 | -8 | 5 | 9 | -5 | 4 | 3
O=C(Nc1ccccc1C(=O)N1CCN(Cc2ccccc2)CC1)c1ccccn1
  -14 | -6 | 12 | -17 | 15 | -32 | 1 | 17 | 9 | 0 | 0
COc1cccc(C(=O)NC(=S)Nc2ccc(N(C)C)cc2)c1
  0 | -107 | -38 | 5 | 14 | -80 | -18 | -4 | -56 | -52 | -32
COc1ccc(/C=C(\NC(=O)c2ccc(C)cc2)C(=O)N2CCCCC2)cc1
  8 | 13 | 16 | -4 | 5 | 14 | -5 | -20 | -14 | -15 | 0
c1ccc(-c2nc(-n3ccnc3)nc(-n3ccnc3)n2)cc1
  2 | 7 | 18 | 3 | 16 | -33 | -5 | -120 | -23 | 4 | -3
CCCCN1C(=O)/C(=C2\SC(N3CCCCC3)=NC2=O)c2ccccc21
  2 | -38 | -61 | -7 | 38 | -57 | -15 | 20 | 12 | -79 | -9
O=C(CSc1nnc(-c2ccccc2O)o1)N1CCc2ccccc2C1
  17 | -8 | 12 | -16 | -4 | 18 | 4 | -1 | -12 | 14 | -9
O=C(Nc1ccc2c(c1)OCCO2)c1cc(F)c(F)cc1Cl
  4 | -75 | -89 | -24 | 20 | -46 | -14 | -2 | -56 | -93 | -39
Cc1ccc(C(=O)Nc2nc(C(C)(C)C)cs2)s1
  -16 | -90 | -60 | 23 | 30 | -29 | -13 | -4 | -39 | -147 | -22
O=C(NC1CCCC1)c1cc2nc(-c3ccccc3)cc(-c3ccccc3)n2n1
  -16 | -1 | 7 | -2 | -9 | -3 | -11 | 27 | -3 | 7 | 0
Cc1cc(C(=O)OC2CCOC2=O)c2ccccc2n1 (stereo not drawn)
  4 | 3 | 10 | 4 | 10 | 4 | -3 | -12 | -15 | 13 | -12
CNS(=O)(=O)c1cc(NC(=O)CCCNC(=O)c2ccc(Cl)cc2)ccc1C
  0 | 0 | 7 | -5 | -9 | -3 | 5 | 4 | -9 | -11 | -10
Cc1ccc(C(=O)OC2CCCN(C)C2)cc1 (stereo not drawn)
  10 | 6 | -28 | -1 | -1 | -4 | -5 | 2 | -7 | -10 | -4
Cn1nc(C(=O)Nc2cccc(C(=O)NC3CC3)c2)c2ccccc2c1=O
  22 | 6 | 0 | -4 | 17 | -31 | -12 | -13 | -24 | -18 | 5
COc1ccc(OC)c(NC(=O)CSc2ccc3ccccc3c2)c1
  -1 | 8 | -3 | 20 | 9 | 2 | -1 | 5 | 18 | 7 | -5
COCc1ccc(C(=O)N2CCCC(Nc3ccc(C(C)C)cc3)C2)s1 (stereo not drawn)
  6 | -9 | 18 | 0 | 4 | -7 | 7 | -26 | -6 | 9 | 7
Cc1ccc(OCC(=O)Nc2cccc(C)n2)c(C)c1
  -1 | -71 | -66 | 3 | 15 | -53 | -20 | -5 | -43 | -138 | -36
O=C(C1COc2ccccc2O1)N1CCOCC1 (stereo not drawn)
  12 | -8 | 0 | 2 | -13 | -15 | 1 | -12 | . | 1 | -2
COc1ccccc1OCCC(=O)OCC(=O)NCc1ccccc1
  3 | -3 | 18 | 5 | 0 | 8 | 5 | -6 | -14 | -10 | 5
c1ccc2c(c1)CCCN2Cc1nnc2n1CCCCC2
  3 | -1 | -9 | -2 | -7 | -14 | -8 | -8 | -35 | 7 | -12
CCOC(=O)N1N=C(c2ccccc2)CC1(O)C(F)(F)F (stereo not drawn)
  -1 | -50 | -22 | -12 | 4 | -30 | -14 | 9 | -18 | -57 | -38
CC1(C(=O)NCc2ccc3c(c2)OCO3)CCN1C(=O)CCc1ccc(Cl)cc1Cl (stereo not drawn)
  -5 | 1 | 6 | 11 | 2 | 18 | . | 1 | 34 | 4 | 21
COCCN(C(=O)CCC(=O)Nc1cccnc1)C(C(=O)NC1CCCCC1)c1ccccc1 (stereo not drawn)
  7 | -6 | 9 | 9 | -14 | -16 | -9 | -6 | 16 | 1 | 3
CCc1nc2c(OCc3ccccc3C(=O)OC)cccn2c1N(C)C(=O)c1cccc(OC)c1
  -15 | 12 | -1 | -30 | 8 | 4 | . | 13 | -14 | 10 | -7
Nc1ccc2nn(-c3ccccc3)nc2c1
  12 | -65 | -62 | 30 | 22 | -35 | -16 | -15 | -8 | -82 | -11
Cc1cc(N2CCOCC2)n2nc(C(F)(F)F)c(-c3ccccc3)c2n1
  -10 | -4 | 1 | 4 | -17 | 10 | 7 | 4 | -22 | 8 | 7
COc1ccc(-n2c(=S)[nH]c3cc(C(=O)O)ccc3c2=O)cc1
  2 | -11 | 2 | -9 | -1 | -8 | -10 | -3 | -20 | -3 | 4
Cc1cc(C)nc(-n2nc(C)cc2NC(=O)CNC2CCCCC2)n1
  -3 | 4 | 1 | -26 | 1 | -5 | -19 | -13 | 13 | 2 | -12
O=c1[nH]c(-c2ccccc2)nnc1-c1ccccc1
  8 | -46 | -47 | 4 | 1 | 1 | -13 | -34 | -21 | -44 | -9
C=C(C)C(=O)NC1=NN(c2ccccc2)C(=O)C1
  1 | -3 | 1 | 3 | -1 | -6 | 0 | 1 | -10 | 1 | 10
CC1C(=O)CCN(C(C)C)C1C (stereo not drawn)
  -4 | 6 | -6 | -1 | -17 | -1 | 0 | -8 | 10 | 25 | -1
CN(C(=O)CCNC(=O)Cn1cnc2ccccc2c1=O)c1ccc(F)cc1
  -10 | -12 | -2 | 15 | -12 | -13 | 1 | 1 | -21 | -24 | -21
CC(C)CNC(=O)c1cccc(NC(=O)CSc2ccc(Cl)cc2)c1
  -8 | 14 | 9 | 7 | -3 | -3 | 8 | 4 | 5 | -3 | 14
CC(C)NC(=O)NC1C2CC3CC(C2)CC1C3 (stereo not drawn)
  5 | -23 | 8 | -1 | -27 | 2 | -5 | -5 | 2 | -20 | -3
Cc1cc(OCC(=O)NC(C)C)ccc1Cl
  21 | 6 | 10 | 0 | -1 | -4 | 3 | -18 | -12 | -14 | -5

# Ordered by SMILES length (low to high): part of the list above
# Fields: KKLEB cytotox | SRC1 inh | SRC3 inh | TWEAK Fn14 block | TRAIL sens C8 | NCOA2 inhibitor | LMP1 NFkB inh | CF NFkB block | TROY signal inh | LRH-1 inv ag | NR2F2 inh
Nc1ccc2nn(-c3ccccc3)nc2c1
  12 | -65 | -62 | 30 | 22 | -35 | -16 | -15 | -8 | -82 | -11
Cc1cc(OCC(=O)NC(C)C)ccc1Cl
  21 | 6 | 10 | 0 | -1 | -4 | 3 | -18 | -12 | -14 | -5
c1ccc2c(c1)CCCN2Cc1nnc2n1CCCCC2
  3 | -1 | -9 | -2 | -7 | -14 | -8 | -8 | -35 | 7 | -12
Cc1cc(C)nc(-n2nc(C)cc2NC(=O)CNC2CCCCC2)n1
  -3 | 4 | 1 | -26 | 1 | -5 | -19 | -13 | 13 | 2 | -12
COc1ccc(-n2c(=S)[nH]c3cc(C(=O)O)ccc3c2=O)cc1
  2 | -11 | 2 | -9 | -1 | -8 | -10 | -3 | -20 | -3 | 4
Cc1cc(N2CCOCC2)n2nc(C(F)(F)F)c(-c3ccccc3)c2n1
  -10 | -4 | 1 | 4 | -17 | 10 | 7 | 4 | -22 | 8 | 7
CCc1nc2c(OCc3ccccc3C(=O)OC)cccn2c1N(C)C(=O)c1cccc(OC)c1
  -15 | 12 | -1 | -30 | 8 | 4 | . | 13 | -14 | 10 | -7

# High-throughput results: PubChem, several laboratories
